# NSD2 inh: inhibitors of human histone methyltransferase NSD2. inhibition, % at 12.5 µM. NSD2 peptide methylation, AlphaScreen, 120 min. 310,000 tested, 0.54% active; in the data active = inhibition above about 50%
# Arr AP2 block: human beta-arrestin and AP2 interaction inhibition; FITC-arrestin peptide / GST-AP2 beads, flow cytometry; AP2 beta2 appendage carries R879A mutation; inhibition, % at 10 µM; 340,000 tested, 0.31% active; AID 504490;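 active = inhibition above a set limit, near 3 SD of compounds lacking own fluorescence, cut at about 54% in these data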;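 also: plate controls were DMSO wells for no effect and 5 µM unlabelled arrestin peptide for full effect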
#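 System: GST-AP2 R879A glutathione beads. Medium: PBS with 0.05% Tween 20 and 0.1% BSA. Also added: FITC-arrestin peptide, 50 nM. Incubation: 12 min plus 1 h, RT. Measured by: high-throughput flow cytometry of beads, ex 488, em 535 nm. Evaluation: percent drop in bead-associated FITC signal.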
# CDK5 p35 inh: inhibitors of human CDK5/p35 kinase. Q00535+Q15078. Recombinant CDK5/p35, ADP-Glo luminescence, 60 min. inhibition, % at 10 µM. 330,000 tested, 0.01% active. AID 488839;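 active = highest replicate inhibition of at least 50% and at least 75% of replicates reaching 50%; inconclusive = only one of the two criteria met; inactive = both criteria failed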;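 also: plate controls were DMSO neutral control for no effect and GW8510 at 10 µM for full effect; many of its hits are not listed in these tables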
# Target sequence (Q00535 whole entry, looked up): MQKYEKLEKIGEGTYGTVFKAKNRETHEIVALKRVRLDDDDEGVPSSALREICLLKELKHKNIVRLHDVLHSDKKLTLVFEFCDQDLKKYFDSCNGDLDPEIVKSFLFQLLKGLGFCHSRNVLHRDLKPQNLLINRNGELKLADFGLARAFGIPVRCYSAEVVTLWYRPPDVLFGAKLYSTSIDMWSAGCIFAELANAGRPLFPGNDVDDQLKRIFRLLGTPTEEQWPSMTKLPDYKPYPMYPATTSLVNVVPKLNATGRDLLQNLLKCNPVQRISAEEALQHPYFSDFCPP
# Target sequence (Q15078 whole entry, looked up): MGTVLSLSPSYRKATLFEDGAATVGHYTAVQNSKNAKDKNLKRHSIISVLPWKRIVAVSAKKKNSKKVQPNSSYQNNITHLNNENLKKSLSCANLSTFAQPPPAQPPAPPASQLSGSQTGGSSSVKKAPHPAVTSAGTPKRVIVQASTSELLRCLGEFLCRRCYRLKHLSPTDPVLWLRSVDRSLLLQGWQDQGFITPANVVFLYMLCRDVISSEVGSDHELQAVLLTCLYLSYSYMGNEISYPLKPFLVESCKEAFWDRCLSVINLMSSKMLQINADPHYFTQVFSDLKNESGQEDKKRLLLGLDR
# PKA-R1A act: activates the PKA-R1A holoenzyme complex. PKA-R1A dissociation, Cy5-IP20 fluorescence polarization; scaled: DMSO 0%, 113 µM cGMP 100%. activation, % at 11.4 µM. 340,000 tested, 0.083% active;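 active = percent activation above the mean of all tested compounds plus 3 SD, cut at about 19% in these data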;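 also: higher means more PKAc released from R1A so a rise in polarization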
# SR-BI DiI-HDL act: enhances SR-BI lipid uptake from DiI-HDL | 320,000 tested, 0.096% active | CHO ldlA[mSR-BI] cells, DiI-HDL uptake fluorescence, 3 h; 100 = double the neutral-control signal | activation, % at 12.5 µM | AID 504775;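 active = mean replicate activation of at least 60% and every replicate at or above 60%; inconclusive = mean or all-replicate condition met, but not both; inactive = mean below 60% and not all replicates reaching 60%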;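 also: 0% = median plate neutral-control signal and 100% = twice that signal; values of inactives mirror those of a sister screen read the other way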
#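 Material – SR-BI-overexpressing, LDLR-lacking CHO cells · Medium – BSA-supplemented, HEPES-buffered Ham's F12, pH 7.4 · Doses – single concentration · Times – compound with DiI-HDL co-incubation, 3 h at 37 °C · Measured by – bottom-read fluorescence, 550/595 nm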
# Mot1-301 SUMO: inhibitors of SUMOylation pathway: yeast Mot1-301 growth rescue; growth rescue, % at 18.8 µM; S. cerevisiae Mot1-301 growth rescue, ATP luminescence, 38.5C; percent above DMSO median, 100 means doubled; 320,000 tested, 1% active;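 active = every valid replicate shows activation above 250% relative to neutral control wells; inactive = the rest, any valid replicate at or below 250%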;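 also: OY570 slx delta 5 strain wells were the positive control but not used for scaling; some compounds called inactive have numbers as strong as hits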
# PKA-R2B activ: PKA-R2B complex activation; PKA-R2B holoenzyme dissociation, Cy5-IP20 fluorescence polarization; R2B truncated from residue 108, S112A mutant; 0% DMSO only, 100% 113 µM cGMP; AID 504700; activation, % at 11.4 µM; 340,000 tested, 0.079% active;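 active = activation above a cutoff set at the mean over all compounds plus 3 SD, cut at about 18% in these data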;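 also: higher means more holoenzyme dissociation and a rise in polarization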
# DSG3 Ab inh: human desmoglein-3 autoantibody binding inhibition | DSG3-coupled beads, scFv-anti-DSG3-GFP binding, flow cytometry; stronger effect = lower value | binding (percent of control), % at 10 µM | 310,000 tested, 0.48% active | AID 588358;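 active = binding more than 3 SD below its plate's average and above zero; inconclusive = below that plate limit but binding exactly zero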;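 also: hits lower antibody fragment binding to DSG3; some compounds called inactive have numbers as strong as hits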
# MITF TRPM1 HTS: increases MITF-driven TRPM1 promoter luciferase signal; 300,000 tested, 0.75% active; SK-MEL-5 TRPM1-promoter luciferase, 24 h; % of positive control, neutral wells = 0; activation, % at 12.5 µM;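 active = mean activation of at least 80% with every replicate also reaching 80%; inconclusive = mean reaches 80% but some replicate falls short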;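 also: 0% = neutral control wells and 100% = parthenolide positive control wells; values of inactives mirror those of a sister screen read the other way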
# SR-BI HDL uptake: blocks mouse SR-BI lipid uptake from DiI-HDL; ldlA[mSR-BI] CHO cells, DiI-HDL uptake fluorescence, 3 h; 320,000 tested, 0.96% active; AID 488896; inhibition, % at 12.5 µM;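 active = mean replicate inhibition of at least 70% and a set share of replicates each scoring 70 or more; inconclusive = meets just one of the two criteria; inactive = fails both criteria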;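 also: 0% = median of neutral control wells and 100% = median of positive control wells; values of inactives mirror those of a sister screen read the other way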
# dFosB act: mouse delta FosB homodimer activation | P13346 | purified delta FosB, TAMRA-CDK5 oligo fluorescence polarization; percent of positive-control signal above neutral wells | activation, % at 25 µM | 340,000 tested, 0.99% active;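 active = mean activation above about 17%, with every replicate also reaching it, limit read from the data, passing the limit was not always enough; inconclusive = only one of the two conditions met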;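 also: fluorescence polarization rise as delta FosB binds a TAMRA Cdk5 AP-1 oligo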
# Target sequence (P13346 whole entry, looked up): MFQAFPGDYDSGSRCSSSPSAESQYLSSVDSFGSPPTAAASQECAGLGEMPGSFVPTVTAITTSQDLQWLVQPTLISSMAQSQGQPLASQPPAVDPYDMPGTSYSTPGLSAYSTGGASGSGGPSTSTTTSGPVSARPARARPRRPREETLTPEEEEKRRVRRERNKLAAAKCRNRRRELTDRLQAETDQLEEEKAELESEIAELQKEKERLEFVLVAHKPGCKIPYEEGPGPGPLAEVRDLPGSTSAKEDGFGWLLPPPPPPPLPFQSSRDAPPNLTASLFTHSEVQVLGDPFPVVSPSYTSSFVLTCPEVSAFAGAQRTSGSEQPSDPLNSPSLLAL
# An asterisk follows results filed as active; ? = inconclusive; . = no result given. This is a random part of the collection; overall some 4.7% were active at least once.
# The opening three entries as a preview:
SMILES,NSD2 inh,Arr AP2 block,CDK5 p35 inh,PKA-R1A act,SR-BI DiI-HDL act,Mot1-301 SUMO,PKA-R2B activ,DSG3 Ab inh,MITF TRPM1 HTS,SR-BI HDL uptake,dFosB act
CC1CCCN(CC(O)CN)C1 (centres undefined),-2,0,2.1,9,10,-7,5,.,.,-10,-1
CCN(CC)C(=O)CSc1nc2ccccc2c(=O)n1OC(C)C,0,-4,-2.6,14,8,18,13,102,-4,-8,-6
COc1cc(OC)cc(-c2c(-c3ccc(F)cc3)c3cc(-c4ccc5[nH]ccc5c4)ccc3n2C)c1,.,23,-2.6,-11,-88,6,-7,99,5,88*,1

# The list itself (from the top)
SMILES,NSD2 inh,Arr AP2 block,CDK5 p35 inh,PKA-R1A act,SR-BI DiI-HDL act,Mot1-301 SUMO,PKA-R2B activ,DSG3 Ab inh,MITF TRPM1 HTS,SR-BI HDL uptake,dFosB act
CC1CCCN(CC(O)CN)C1 (centres undefined),-2,0,2.1,9,10,-7,5,.,.,-10,-1
CCN(CC)C(=O)CSc1nc2ccccc2c(=O)n1OC(C)C,0,-4,-2.6,14,8,18,13,102,-4,-8,-6
COc1cc(OC)cc(-c2c(-c3ccc(F)cc3)c3cc(-c4ccc5[nH]ccc5c4)ccc3n2C)c1,.,23,-2.6,-11,-88,6,-7,99,5,88*,1
CC(SC#N)C(=O)C12CC3CC(CC(C3)C1)C2 (centres undefined),0,1,-0.5,-6,15,386*,-17,94,-5,-15,-3
CC(=O)Nc1ccc(C(=O)Nc2ccc(S(=O)(=O)N3CCOCC3)cc2)cc1,0,21,1.5,5,-9,533,-7,112,7,9,-10
Cc1ccnc(OC(C(=O)O)C(OCc2ccccc2)(c2ccccc2)c2ccc(C(F)(F)F)cc2)n1 (centres undefined),15,0,-1.5,-9,-11,-19,12,98,.,11,-3
CCOc1ccc(NC(=S)NC2CC3CCC(C2)N3Cc2ccco2)cc1 (centres undefined),7,-3,-0.8,-7,-11,-3,-6,100,3,11,-7
C/C(=N/NC(=O)CNC(=O)COc1ccccc1)c1ccc(Cl)cc1,-3,4,0.1,-8,-3,16,-4,.,10,3,-2
CCOC(=O)c1c(CN2CCN(CCO)CC2)n(C)c2cc(Br)c(OC)cc12,5,3,-1.6,-4,14,1,-7,106,18,-14,15
C[C@H](NC(=O)c1cc2c([nH]c3ccccc32)c(-c2ccccc2)n1)C(=O)O,0,2,0.1,-8,-3,11,-4,95,-14,3,-11
Cc1c(C(=O)Nc2ccc3c(c2)OCCO3)sc2nc(-c3ccccc3)cn12,1,-6,2.8,11,-49,48,-3,100,-36,49,0
Clc1ccccc1-c1csc(Nc2cccnc2)n1,4,-9,0.9,-8,-41,19,17,112,31,41,-3
CCCC(C(=O)NC1CCCC1)N(Cc1ccccc1)C(=O)c1snc(C(N)=O)c1N (centres undefined),-6,-7,-0.5,-10,6,-8,-2,116,-5,-6,-9
CCc1c(C)nc(N)c(C#N)c1-c1ccccc1,-2,3,-2.1,1,0,-5,-5,75,-3,0,3
CCOC(=O)N1CCC(n2c(=S)[nH]c3cc(OCC)c(OCC)cc3c2=O)CC1,-2,2,-0.5,-5,-69,.,-5,98,-42,69,-10

# Random excerpt: three entries already listed.
SMILES,NSD2 inh,Arr AP2 block,CDK5 p35 inh,PKA-R1A act,SR-BI DiI-HDL act,Mot1-301 SUMO,PKA-R2B activ,DSG3 Ab inh,MITF TRPM1 HTS,SR-BI HDL uptake,dFosB act
CCc1c(C)nc(N)c(C#N)c1-c1ccccc1,-2,3,-2.1,1,0,-5,-5,75,-3,0,3
CCCC(C(=O)NC1CCCC1)N(Cc1ccccc1)C(=O)c1snc(C(N)=O)c1N (centres undefined),-6,-7,-0.5,-10,6,-8,-2,116,-5,-6,-9
CC(=O)Nc1ccc(C(=O)Nc2ccc(S(=O)(=O)N3CCOCC3)cc2)cc1,0,21,1.5,5,-9,533,-7,112,7,9,-10

# Further structures follow.
SMILES,NSD2 inh,Arr AP2 block,CDK5 p35 inh,PKA-R1A act,SR-BI DiI-HDL act,Mot1-301 SUMO,PKA-R2B activ,DSG3 Ab inh,MITF TRPM1 HTS,SR-BI HDL uptake,dFosB act
N#CC(c1ccccn1)c1ncc(C(F)(F)F)cc1Cl (centres undefined),-5,14,-0.2,0,-9,-13,2,93,10,9,3
O=C(COc1ccc(Cl)cc1Cl)Nc1cccc(-c2ccc(N3CCOCC3)nn2)c1,0,-2,-0.1,-1,-12,.,-7,100,58,12,12
O=C1c2ccccc2NC(c2ccco2)N1NS(=O)(=O)c1ccccc1 (centres undefined),.,0,0.0,.,-4,5,.,103,8,4,-8
O=C(NCCCn1ccnc1)c1cc([N+](=O)[O-])cc([N+](=O)[O-])c1,-2,7,-0.8,2,3,26,5,95,-1,-3,-4
COC(=O)c1ccc(/C=N/OCC(=O)NCc2ccc(F)cc2)cc1,-3,-37,-1.0,-5,35,-7,-12,113,-3,-35,-4
CC1(C)CC(C(CC(=O)O)c2ccccc2)CCO1 (centres undefined),-7,-4,-1.7,-11,4,187,-11,100,-5,0,2
Cc1ccccc1OCC(=O)N/N=C/c1cn(C)c2ccccc12,2,-7,-1.6,-7,?,-15,-8,.,8,-88,-30
COc1cc(/C=C/C(=O)OCC(=O)NCc2ccc(F)cc2)ccc1O,-1,-1,0.3,3,-9,16,6,.,-18,9,5
Cn1c(=O)c(C(=O)CSc2nncs2)c(N)n(Cc2ccccc2)c1=O,-1,4,-1.2,-2,-9,-1,7,97,24,9,-3
Cc1c(NC(=O)c2ccco2)cccc1C(=O)NN1C(=O)c2ccccc2C1=O,.,1,0.5,4,9,61,-5,89,0,-9,3
COC(=O)C1=C(N)N(c2ccccc2C(F)(F)F)C2=C(C(=O)CCC2)C1c1ccc2c(c1)OCO2 (centres undefined),-1,-2,2.2,0,13,41,0,124,-9,-13,-11
CC(=O)c1cccc(NCC(=O)Nc2cccc(S(=O)(=O)N3CCCCC3)c2)c1,-1,-8,0.0,-6,-38,-33,-8,107,0,38,-5
CN1CCN(C(=S)c2cn(Cc3ccccc3)c3ccccc23)CC1,.,-39,-1.4,-6,-7,4,1,99,0,7,-2
CCOc1ccc(-c2cc(N)n(S(=O)(=O)c3ccc(OC)c(OC)c3)n2)cc1,.,0,0.1,-9,-30,3,2,99,-14,30,0
CC1CCC(NC(=O)Cn2c(=O)[nH]c3ccsc3c2=O)CC1 (centres undefined),0,6,0.3,-1,1,9,9,94,.,-1,8
O=C(N1CCOCC1)N1CCN(c2nc(-c3ccc(F)cc3)cs2)CC1,40,2,4.8,-10,8,271,-2,100,14,-8,-2
Cc1cccc(C)c1NC(=O)CNC(=O)c1cccnc1,-3,-3,0.3,10,5,196,-6,105,4,-5,1
CC(C)CCn1c(Sc2nc3ccccc3s2)nc2c1c(=O)[nH]c(=O)n2C,-1,-1,-2.7,-1,2,-8,-7,.,5,-2,2
CC(=O)Nc1ccc(/C=C/c2noc(-c3ccccc3O)n2)cc1,-2,6,1.7,13,1,3,8,94,44,-1,11
Cc1nc(-c2cccc(S(=O)(=O)N3CCCCC3)c2)cs1,-2,22,0.9,-10,.,-12,-20,93,-3,.,-10
CCOc1ccc(S(=O)(=O)c2c(C(=O)c3ccc(C)cc3)cnc3cc4c(cc23)OCCO4)cc1,-1,37,0.2,-7,1,-16,-12,98,-9,-1,-4
CC(=O)c1nn(-c2ccc(C)cc2)cc1C(=O)c1cccc(Br)c1,-2,-5,0.3,5,-6,7,-2,.,-2,6,0
CCN(CC)C(=O)CCc1nnc(CCc2c[nH]c3ccccc23)o1,-1,-2,-0.2,-5,-12,-4,2,107,4,12,0
COc1ccc2c(c1)c1nc3ccccc3nc1n2Cc1ccc(OC)c(OC)c1,-2,-2,-0.8,-22,26,-7,-10,.,1,-26,0
CCCC1CCC(c2ccc(C(N)=O)cc2)CC1 (centres undefined),1,13,-1.2,-4,37,-9,-2,96,-3,-37,7
O=C(CCN1C(=O)c2ccccc2C1=O)NC(=S)Nc1ccccc1,2,-1,-1.3,9,.,-2,-2,109,-1,.,-2
COCCN(CC(=O)Nc1ccccc1C(F)(F)F)C(=O)/C=C/c1ccc2ccccc2n1,1,-13,-1.3,-10,4,-2,-3,95,-8,-4,-5
COC(=O)CCC(=O)NN1C(=O)c2ccccc2C1=O,-2,-4,0.4,2,20,21,3,96,4,-20,-3
CC(C)CC(NC(=O)OC(C)(C)C)c1cn([C@@H](Cc2cc3ccccc3[nH]2)C(=O)N2CCN(C(=O)OC(C)(C)C)CC2)nn1 (some centres undefined),.,4,1.2,-22,.,15,-6,110,-18,.,2
CC1CCN(c2nnc(N)s2)CC1,0,-6,-3.3,-10,-7,.,-3,100,9,7,3
COc1ccc(Cl)cc1NC(=O)CN(C)C(=O)Cc1n[nH]c(=O)c2ccccc12,1,8,-0.8,-4,45,-22,-16,110,9,-45,-6
CCOC(=O)CNC(=O)CSc1nc2ncc(Br)cc2[nH]1,0,-3,2.6,4,29,6,5,103,-4,-29,2
COc1ccc(N2CCN(c3oc(COc4ccc(Cl)cc4Cl)nc3C#N)CC2)cc1,-2,2,0.0,-10,1,-1,3,107,28,-1,3
COc1cccc(NC(=O)C(=O)NCc2ccncc2)c1,-2,2,0.1,4,7,-4,9,96,?,-7,-5
CCOC(=O)C/C(C)=N/NC(=O)c1cccs1,8,4,1.2,3,28,29,-3,98,-22,-28,-6

# Record cards, as listed above.
# CCOC(=O)C/C(C)=N/NC(=O)c1cccs1 across the screens: NSD2 inh: 8; Arr AP2 block: 4; CDK5 p35 inh: 1.2; PKA-R1A act: 3; SR-BI DiI-HDL act: 28; Mot1-301 SUMO: 29; PKA-R2B activ: -3; DSG3 Ab inh: 98; MITF TRPM1 HTS: -22; SR-BI HDL uptake: -28; dFosB act: -6
# CCOC(=O)CNC(=O)CSc1nc2ncc(Br)cc2[nH]1 across the screens: NSD2 inh: 0; Arr AP2 block: -3; CDK5 p35 inh: 2.6; PKA-R1A act: 4; SR-BI DiI-HDL act: 29; Mot1-301 SUMO: 6; PKA-R2B activ: 5; DSG3 Ab inh: 103; MITF TRPM1 HTS: -4; SR-BI HDL uptake: -29; dFosB act: 2

# Bioassay records deposited in PubChem BioAssay by several laboratories.
